Wee1 degr inh – Wee1 degradation inhibitors, primary screen, cell-based, HeLa, Wee1K328M-luciferase, luminescence; hit rate 1.2% among 220,000; reporter increase, % at 5 µM; HeLa Luc-Wee1K328M stability; 100% = proteasome inhibitor MG132 effect; AID 1321, 2008; Wee1-like protein kinase (Homo sapiens), P30291;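 active means activation above the mean of all tested compounds plus 3 SD, set per screening run, cut at about 8.8% in these data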;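 further: cells exposed to compound for 20 h before luminescence read; 0% = DMSO alone and 100% = MG132 at 30 µM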
CHOP inhibitor – inhibitors of CHOP promoter induction, primary screen, cell-based, unfolded protein response, luciferase reporter; AID 2732, 2010; inhibition, % at 10 µM; CHO-K1 CHOP-promoter luciferase, tunicamycin-induced, 15-18 h; hit rate 3.8% among 220,000;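 active means compounds that reduced the stress-induced luciferase reporter signal by more than about 70% of percent inhibition, limit read from the data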;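 further: 0% = tunicamycin plus vehicle and 100% = wells without tunicamycin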
RBBP9 inh – human RBBP9 inhibitors, primary screen, biochemical, fluorescence polarization, FP-Rh probe, HTS. Serine hydrolase RBBP9 (Homo sapiens), O75884. recombinant RBBP9. inhibition, % at 7.94 µM. hit rate 0.2% among 220,000. AID 1515, 2009;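 active means inhibition above the campaign mean of all tested compounds plus 3 SD, cut at about 14% in these data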;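 further: plate controls were DMSO wells with RBBP9 for no effect and wells lacking RBBP9 protein for full effect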
Target sequence (O75884 whole entry, looked up): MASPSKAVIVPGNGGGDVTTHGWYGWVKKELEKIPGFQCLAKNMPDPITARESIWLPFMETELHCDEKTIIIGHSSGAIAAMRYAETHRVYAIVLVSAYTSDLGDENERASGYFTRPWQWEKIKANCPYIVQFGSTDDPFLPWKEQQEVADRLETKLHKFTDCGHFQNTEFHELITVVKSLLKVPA
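Material: RBBP9 protein. Amount: RBBP9 at 2.5 µM in dispensed solution, before mixing. Schedule: 30 min then 45 min, 25 °C. Medium: Tris buffer pH 8.0, NaCl, Pluronic. Measured by: fluorescence polarization. Measure: percent inhibition from mP, scaled between DMSO and no-protein wells. Replication: one well per compound.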
TRPML3 ag – human TRPML3 channel agonists, primary screen, cell-based, HEK293 TRPML3-YFP, Fluo-8 calcium fluorescence, 3 µM; AID 1448, 2008; Mucolipin-3 (Homo sapiens), Q8TDD5; activation, % at 3 µM; 100% = the carbachol control signal; hit rate 0.29% among 220,000;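 active means activation above its plate's cutoff, the mean activation of the plate's test wells plus 3 SD, cut at about 12% in these data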;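 further: 0% = DMSO only wells and 100% = carbachol wells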
Target sequence (Q8TDD5 whole entry, looked up): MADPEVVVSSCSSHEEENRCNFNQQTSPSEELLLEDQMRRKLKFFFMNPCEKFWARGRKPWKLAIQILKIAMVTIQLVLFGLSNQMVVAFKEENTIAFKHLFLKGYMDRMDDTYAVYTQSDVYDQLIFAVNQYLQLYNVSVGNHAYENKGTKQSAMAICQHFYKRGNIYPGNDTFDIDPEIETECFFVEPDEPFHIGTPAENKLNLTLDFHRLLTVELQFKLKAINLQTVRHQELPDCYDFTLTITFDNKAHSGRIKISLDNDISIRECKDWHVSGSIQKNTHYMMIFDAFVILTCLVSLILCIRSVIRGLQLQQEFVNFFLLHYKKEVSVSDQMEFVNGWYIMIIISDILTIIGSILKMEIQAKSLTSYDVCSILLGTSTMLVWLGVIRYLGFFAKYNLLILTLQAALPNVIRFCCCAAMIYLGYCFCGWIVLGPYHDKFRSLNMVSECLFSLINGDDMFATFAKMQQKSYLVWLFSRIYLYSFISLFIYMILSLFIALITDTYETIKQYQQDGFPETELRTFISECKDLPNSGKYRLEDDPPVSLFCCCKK
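Test system: HEK293 cells stably carrying human TRPML3-YFP; Doses: single dose, 3 µM final nominal compound, 0.3% DMSO final; Schedule: dye loading 1 h 37 °C then 30 min ambient, 125 s read; Technique: Fluo-8 calcium fluorescence; Benchmarks: high control carbachol 87 µM, low control DMSO.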
BaF3 tox – parental Ba/F3 cell viability inhibition, counter-screen for JAK2V617F inhibitor project, murine pro-B, CellTiter-Glo luminescence; CellTiter-Glo ATP luminescence; inhibition, % at 5.6 µM; hit rate 1.1% among 220,000; AID 1486, 2009;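 active means inhibition above a per-campaign cutoff, the mean inhibition of all tested compounds plus 3 SD, cut at about 27% in these data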;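 further: 0% = DMSO wells and 100% = JAK Inhibitor I control wells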
Ba/F3 V617F tox – reduced viability of JAK2V617F-dependent Ba/F3 cells, primary screen, JAK2V617F inhibitor project, cell-based, Ba/F3 EpoR-JAK2V617F, luminescence. ATP luminescence. inhibition, % at 5.6 µM. hit rate 1.1% among 220,000;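 active means inhibition above the campaign mean plus 3 SD over all tested compounds, cut at about 24% in these data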;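 further: cytokine-independent growth of Ba/F3 cells driven by EpoR plus mutant JAK2; 0% = DMSO-treated cells and 100% = JAK inhibitor I control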
PPC-1+TRAIL kill – compounds killing PPC-1 cancer cells with TRAIL present, primary screen, TRAIL potentiator project, ATPLite luminescence, uHTS; PPC-1 cells + TRAIL, ATPLite viability luminescence; cell killing (% activity), % at 4 µM; hit rate 0.41% among 220,000; AID 1443, 2008;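 active means cell killing above 50% in the first pass at 4 µM, then a duplicate retest at 5 µM averaging 50% or more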;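 further: plate controls were cells with TRAIL plus DMSO for no effect and medium-only wells lacking cells for full effect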
TNF necrop inh – inhibitors of TNF-alpha triggered necroptosis, primary screen, cell-based, Jurkat FADD-/-, single concentration; hit rate 0.068% among 220,000; activation (protection from cell death), % at 10 µM; Jurkat FADD-/- TNF necroptosis rescue, ATP luminescence, 24 h; 0 = TNF only, 100 = no-TNF cells;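 active means activation, meaning protection from cell death, of at least 50% relative to plate controls; inactive means activation below 50%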;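 further: necroptosis triggered by 40 ng/mL TNF-alpha added together with compound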
zfTRPN1 agonist – zebrafish TRPN1 channel agonists, primary screen, cell-based, HEK293, calcium fluorescence; transient receptor potential cation channel N1 (TRPN1/NompC), Danio rerio; AID 1424, 2008; activation, % at 3 µM; HEK293 zebrafish TRPN1-YFP, Fluo-8 calcium fluorescence; 100% = response to 87 µM carbachol; hit rate 0.18% among 220,000;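 active means activation above its plate's cutoff, the mean activation of test wells on that plate plus 3 SD, cut at about 19% in these data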;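 further: 0% = DMSO alone and 100% = 87 µM carbachol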
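Assay system: Zebrafish TRPN1-YFP in HEK293 cells | Incubation: Dye loading 1 h at 37 °C, then 30 min room temperature | Measured by: Kinetic Fluo-8 fluorescence, ex 470-495, em 515-575 nm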
* hit, by the source's call; . = not tested or not shown.

SMILES,Wee1 degr inh,CHOP inhibitor,RBBP9 inh,TRPML3 ag,BaF3 tox,Ba/F3 V617F tox,PPC-1+TRAIL kill,TNF necrop inh,zfTRPN1 agonist
C(=C\c1ccccc1)/C=N/Nc1nc2ccccc2s1,1.5,49.0,-2.2,0.9,1.0,0.8,19.1,-1.3,-1.3
CCNC(=O)c1c(O)c2ccccc2[nH]c1=O,-2.2,-2.5,0.1,0.3,1.9,-4.5,-2.7,54.5*,0.4
COc1ccc(NC(=O)N2CCCC2C(=O)Nc2ccc(C)cc2)cc1 (centres undefined),3.5,3.1,-5.2,0.5,0.4,-1.1,3.4,-3.8,-1.0
Cc1ccc(-n2c(O)c(/C=C3/C(c4ccccc4)=Nc4ccccc43)c(=O)[nH]c2=O)cc1,3.8,-63.3,-9.7,1.7,60.5*,74.1*,23.9,-8.9,0.6
CCOc1ccc2nc(C)cc(Nc3ccc(N4CCOCC4)cc3)c2c1,-0.2,-1.1,-11.7,-0.2,16.7,6.7,2.2,-8.2,-0.1
CCOC(CNC(=O)c1ccc(CNC(=O)c2ccc(OC)c(OC)c2)cc1)OCC,1.4,12.7,-0.9,1.7,4.8,1.8,24.8,0.7,-1.4
O=C(Nc1ccc2c(c1)ncn2-c1ccccc1)c1ccco1,-1.7,1.1,-6.7,1.1,5.5,-0.7,15.5,-1.1,1.3
CC(C)n1nc(CC(=O)O)c2ccccc2c1=O,-1.0,3.0,0.8,0.0,8.8,4.4,7.9,0.9,2.4
O=C(OCc1ccccc1Cl)c1ccccc1C(=O)c1ccccc1,-0.3,30.7,-4.0,1.6,3.9,4.8,9.7,-4.4,0.8
CCCCN1Cc2c(nc3cc(-c4ccccc4)[nH]n3c2=O)C1=O,-3.0,-7.2,0.0,1.0,1.4,-3.9,-6.0,0.7,-1.3
Cc1cc(Cl)c(OCCOCCN2CCCCC2)c(Br)c1,-0.3,28.0,-0.6,0.9,3.0,0.5,1.1,1.5,-0.8
Cc1cc(C(=O)Cn2cnc3cc([N+](=O)[O-])ccc3c2=O)c(C)n1CC1CCCO1 (centres undefined),2.1,-28.0,-6.3,0.8,3.2,-4.7,-2.8,1.1,-0.4
Cc1ccc(C)n1-c1ccc(C(=O)O)cc1,2.5,-2.4,-12.7,0.9,-0.3,-4.0,8.6,0.8,-0.4
CCN(CC)c1ccc(C2CC(=O)NC3=C2C(=O)CC(C)(C)C3)cc1 (centres undefined),0.9,-1.7,-2.1,-1.0,3.2,4.1,13.8,-0.2,-0.6
CCN(CC)CCN1C(=O)c2ccccc2NC1c1ccc(N(C)C)cc1 (centres undefined),-0.4,27.4,-5.9,0.6,1.8,-0.8,17.3,0.7,0.8
CCC(C(=O)O)N1C(=O)/C(=C/C(C)=C/c2ccccc2)SC1=S (centres undefined),-1.8,-9.8,-2.8,0.1,1.1,3.0,7.4,-0.6,-0.1
CCOC(=O)N/N=C(\CCC(=O)O)c1cccs1,6.7,4.5,-2.3,0.1,-5.7,-1.5,-18.9,3.0,0.2
CCOC(=O)CNC(=S)N(Cc1ccccc1F)C1CCCCC1,-1.9,38.2,-7.5,-0.8,3.2,-2.9,23.7,-0.5,-2.0
Cc1nc(C)c(C(=O)O)c(-c2cccs2)c1C(=O)O,0.4,7.0,-9.3,1.1,0.0,-4.5,1.8,0.9,0.5
O=C1CN(c2nnnn2-c2ccccc2)CCN1,5.0,26.9,-2.9,0.1,-1.4,-2.0,11.2,0.9,0.7
N#CC(c1cccc(C(F)(F)F)c1)(c1ncc(C(F)(F)F)cc1Cl)N1CCOCC1 (centres undefined),-1.5,64.4,-6.9,0.1,-2.8,-3.2,3.9,-1.3,0.3
Cc1cc(OC(C)C)nc(-c2ccccc2O)n1,3.5,63.7,-9.5,0.6,-1.7,-2.5,9.1,1.1,-1.1
COCCCNC(=O)c1cc2c(-c3ccc(Cl)cc3)nn(C)c2s1,-2.3,32.7,-3.1,-0.6,8.6,2.1,-6.7,1.0,-0.3
CCCc1cc(=O)n2[nH]c(SCc3ccccc3)nc2n1,-3.5,-5.7,-8.9,-0.4,-2.4,-4.4,-3.0,0.1,-0.8
COc1ccc(-c2cc(C(F)(F)F)nc(SCC(=O)NCCN3CCOCC3)n2)cc1OC,6.6,26.5,7.6,0.6,0.8,-2.1,12.0,-1.1,-0.8
Cc1ccccc1N(CC(N)=O)S(C)(=O)=O,2.5,1.2,-2.9,1.7,2.8,2.0,10.4,-2.6,1.0
Cc1cccc(C(=O)O/N=C2\CCS(=O)(=O)c3sccc32)c1,-1.3,20.0,2.8,-0.2,4.8,-2.1,6.3,-1.3,1.1
CC(C)C(=O)N1CCN(c2ccccc2NC(=O)Cc2ccc(Cl)cc2)CC1,-1.6,40.8,1.0,-1.4,6.5,4.6,0.5,-2.0,-1.5
CCOc1cc(/C=C/C(=O)NCCc2ccc(S(N)(=O)=O)cc2)ccc1OCC(C)C,0.9,2.4,-4.2,0.2,-7.8,-1.1,18.8,-0.9,1.4
CCCCCCCCNC(=O)/C(C#N)=C/c1ccc(SC)cc1,3.7,93.1*,-11.2,0.4,-0.4,-2.0,32.0,0.8,0.4
Cc1cc(/C=N/NC(N)=S)c(O)c(/C=N/NC(N)=S)c1,1.3,1.2,5.5,15.8*,2.4,-1.7,16.5,-2.2,41.2*
COc1ccccc1/C=C(\NC(=O)c1ccc(OC)c(OC)c1)C(=O)Nc1cccc([N+](=O)[O-])c1,0.2,1.8,-12.9,0.3,6.0,1.0,7.2,1.4,-0.9
O=C(Nc1nnc(-c2ccco2)o1)c1ccc(N2C(=O)CCC2=O)cc1,8.4,12.6,2.1,0.7,8.3,3.3,8.0,0.3,2.8
Cc1cc(/C=N/NC(=O)c2cccc(F)c2)c(C)n1-c1ccccc1,5.4,-13.7,-4.1,0.0,-1.0,-3.0,15.6,-5.8,-1.3
Cc1ccc(NC(=O)COC(=O)CC2CCCC2)cc1Cl,1.7,72.4*,-3.9,0.7,1.3,0.5,17.3,1.9,-0.1
CCCCCC(=O)Nc1ccc(S(=O)(=O)Nc2nccc(C)n2)cc1,-2.1,0.7,-6.8,1.1,0.5,1.6,11.3,-0.6,1.6
O=C(N/N=C/c1ccc(Br)s1)c1ccccc1[N+](=O)[O-],-2.4,-5.3,-3.5,-0.3,0.9,-2.1,12.3,-3.1,-0.5
Cn1nc(C(=O)N2CCc3ccccc32)c2ccccc2c1=O,-0.1,13.6,-13.5,0.1,0.6,2.0,13.2,-1.8,0.4
CCCS(=O)(=O)c1c(S(=O)(=O)CCC)c2c(C)cccn2c1C(N)=O,0.7,-3.7,2.9,0.2,3.1,-4.6,-2.6,-1.7,0.6
Cn1nc(-c2ccccc2)c(CO)c1Oc1ccc(F)cc1,-0.8,4.2,-11.3,1.0,3.7,-1.1,-16.3,0.7,0.3
CCOC(=O)c1cc(-c2ccccc2)sc1N,0.2,4.0,-4.8,-0.7,1.1,-4.5,-4.6,-1.3,-0.3
O=c1[nH]c2ccccc2n1CCC1CCCCC1,0.8,86.4*,-7.2,0.2,5.4,-1.0,17.5,0.7,0.1
Cc1cc(NC(=O)/C=C/c2ccccc2)c(C(C)C)cc1O,1.2,18.5,-0.9,0.2,3.6,2.2,6.2,2.0,-0.5
NNC(=O)CN1C(=O)Nc2ccc(Br)cc2C1c1ccccc1 (centres undefined),3.8,7.8,-2.1,1.0,4.5,2.2,-1.5,-1.8,-0.4
Clc1ccccc1Nc1c2c(nc3ncnn13)CCC2,-1.8,13.6,-0.9,-0.1,2.6,-0.5,1.2,-3.5,0.8
CCOc1ccccc1NC(=O)c1cc(SC)ccc1Cl,-0.3,16.7,-6.6,-0.6,0.5,-2.4,-14.5,-0.5,-2.5
Cc1nc(CNS(=O)(=O)c2cc([N+](=O)[O-])ccc2C)cs1,-2.6,24.2,1.1,1.0,0.6,0.6,6.2,-0.6,2.3
COc1ccc(C(=O)N2CCC(n3c(C)nc4cc(F)ccc43)CC2)cc1OC,-3.3,1.0,3.7,2.8,-0.4,-2.1,5.1,-0.4,0.0
CCOc1ccccc1-n1c(SCC(=O)NC(C)(C)C)nnc1-c1ccoc1C,6.0,13.7,1.6,-0.8,0.8,-1.3,7.2,-0.4,-0.9
CCOCCCNC(=O)c1ccc(CS(=O)(=O)Cc2ccc(C)cc2)o1,-0.5,27.0,-9.6,0.0,0.9,-2.8,13.6,-3.5,0.8
CC1CCCN(CCOc2ccc(Br)cc2)C1 (centres undefined),1.6,-8.7,-2.0,0.3,3.2,-2.2,22.8,2.3,-1.2
Brc1cnc(N2CCCC2)nc1N1CCCCC1,-2.3,66.2,-5.6,-0.1,8.0,0.7,28.7,-0.2,-0.1
CCOC(=O)c1oc2ccccc2c1CSc1nnc(-c2ccco2)o1,-2.1,22.4,-7.3,0.6,3.6,-3.9,22.7,0.9,-2.1
Cc1cc2n(n1)C(c1ccccc1)Nc1ccccc1-2 (centres undefined),-1.3,2.4,-7.7,-0.9,-0.3,-4.0,15.7,-0.1,-1.0
N#CCCN/N=C(/Cc1nc2ccccc2[nH]1)c1cccc(Cl)c1,-1.7,-16.7,3.2,0.9,0.2,1.6,3.8,0.4,-0.1
COc1ccc(C2NC3=C(CCC3)C3(C#N)C(OC)(OC)N=C(N)C23C#N)cc1 (centres undefined),0.7,9.1,-5.7,1.0,1.6,-0.4,.,-1.9,1.9
CCNc1nc(N)c(C(=C(C#N)C#N)c2ccccc2)s1,2.5,0.1,-7.5,-0.2,6.4,-3.1,15.6,-5.0,-1.1
COc1ccc2c(=O)cc(C(F)(F)C(F)(F)F)oc2c1,-0.1,5.9,-1.9,0.0,1.9,-5.2,17.1,-2.5,1.1
Cc1ccc(C(=O)Oc2ccccc2C(=O)N2CCOCC2)cc1,-1.3,8.7,-9.2,0.3,1.8,3.8,12.5,0.4,2.0
O=C(c1ccc(CNc2c(N3CCCC3)c(=O)c2=O)cc1)N1CCN(C2CCCCC2)CC1,0.3,-1.3,-11.7,1.2,5.7,2.9,5.0,-1.5,-0.4
